MCF10A rerep: inducers of DNA re-replication in MCF 10A breast cells; MCF 10A DNA re-replication, Hoechst nuclear intensity, 48 h; Potency, µM (top dose mostly 46.1 µM), without a hit: at the top dose activity, positive = re-replication, most hits filed as activators; 350,000 tested, 2.9% active; note: potency is the fitted concentration of half-maximal effect; % of control where 0% means no effect; nearly all actives have a fitted effect of over 50% in size
HT1080 IDH1KD tx: HT-1080 IDH1 knockdown cell toxicity (counter line); HT-1080 IDH1 knockdown viability, ATP luminescence, 48 h; Potency, µM (top dose mostly 46.1 µM), for inactives: at the top dose activity, negative = toxicity, usual class: cytotoxic; 360,000 tested, 2% active; AID 686971;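 note: potency is the fitted concentration of half-maximal effect; 0% = DMSO wells and -100% = cell-free medium wells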
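Using the IDH1-knockdown HT-1080 line run in the same batch and compound series as the NT line, viability after 48 h at 37 °C was determined by CellTiter-Glo luminescence and expressed as % activity.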
D3 ag: D3 dopamine receptor (human) agonism; D3R DiscoveRx beta-arrestin cells, luminescence, 90 min; 410,000 tested, 0.58% active; max activation, %; P35462; in the data active = max activation above about 30%; note: 0% is about no effect; mostly tested at two doses, the higher about 12 µM
Target sequence (P35462 whole entry, looked up): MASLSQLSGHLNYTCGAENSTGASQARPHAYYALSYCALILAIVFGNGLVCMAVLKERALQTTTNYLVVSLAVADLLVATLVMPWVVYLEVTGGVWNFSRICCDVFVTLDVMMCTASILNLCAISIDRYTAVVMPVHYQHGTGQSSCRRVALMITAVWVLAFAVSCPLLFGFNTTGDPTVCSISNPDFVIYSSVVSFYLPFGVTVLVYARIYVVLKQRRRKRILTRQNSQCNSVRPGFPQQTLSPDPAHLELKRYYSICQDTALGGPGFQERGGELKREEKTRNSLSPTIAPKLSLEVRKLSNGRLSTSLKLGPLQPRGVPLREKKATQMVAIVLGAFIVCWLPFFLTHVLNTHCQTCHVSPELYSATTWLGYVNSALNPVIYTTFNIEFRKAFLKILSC
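Agonist-mode cell screen: cells plated at 1500/well and incubated overnight at 37 °C, then exposed to library compounds for 90 min at 37 °C. Detection reagent was added for 30–60 min at room temperature, and luminescence was read.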
KB-3-1 tox: kills parental KB-3-1 adenocarcinoma cells. Potency, µM (doses to about 46.1 µM), for the others: top-dose activity change, negative = cytotoxic, usual class: cytotoxic. 400,000 tested, 1.4% active. KB-3-1 viability, CellTiter-Glo ATP luminescence, 72 h; note: potency is the fitted concentration of half-maximal effect; % is set by controls: 0 for no effect and ±100 for the full control effect; nearly all actives have a fitted effect of over 60% in size
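Multi-concentration cytotoxicity screen in KB-3-1 cells grown in DMEM lacking phenol red with 10% FBS. After 72 h at 37 °C with compound, ATP-dependent luminescence was recorded.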
IL1B secr inh: inflammasome signaling inhibition, IL-1 beta readout | activity change, % at 57.5 µM | AID 743279 | THP-1 LPS/ATP IL-1B secretion, AlphaLISA, 16 h; stronger effect = lower value | 360,000 tested, 4.7% active; in the data active = activity change below about -50%; inconclusive = mostly about -30% to -49%; note: % is set by controls: 0 for no effect and ±100 for the full control effect
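THP-1 cells pretreated 1 hr with compounds (up to 57.5 uM final), then stimulated with LPS (250 ng/mL final) plus ATP (1.25 mM final); secreted IL-1B measured by AlphaLISA after 16 hr, decreased signal indicating inhibition.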
GLP1R cytotox: cytotoxicity in counter-screen for GLP-1R inverse agonists; HEK293 cAMP-luciferase reporter cells, luminescence, 24 h; Potency, µM (top dose mostly 38.3 µM), for inactives: at the top dose activity change, negative = inhibition, actives largely listed as inhibitors; 410,000 tested, 0.13% active;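 note: loss of luciferase light is scored as toxicity; potency is the fitted concentration of half-maximal effect; % is set by controls: 0 for no effect and ±100 for the full control effect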
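Quantitative HTS format, 1536 wells, 200 cells/uL seeded. Compounds: 23 nL, 24 h, 37 °C. Detection: luciferase reagent, luminescence at 12 min RT; decreased signal taken as cytotoxic.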
SW480 rereplic: DNA re-replication induction in SW480 cells; Potency, µM (titrated, usually from 46.1 µM), inactives show at the highest dose re-replication activation, hits mostly activators; 340,000 tested, 1.8% active; SW480 DNA re-replication, Hoechst DNA content imaging, 48 h; note: potency is the fitted concentration of half-maximal effect; % of control where 0% means no effect; nearly all actives have a fitted effect of over 55% in size
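Cells (250 per well) received 23 nL compound or DMSO by pin tool and were kept 48 hr at 37 C, 5% CO2. Nuclei were then stained with Hoechst for 40 min and scanned for DNA content.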
KB-V1 MDR tox: KB-V1 MDR subline cytotoxicity; KB-V1 MDR cells viability, CellTiter-Glo, 72 h; Potency, µM (doses to about 46.1 µM), for inactives: at the top dose activity change, negative = cytotoxicity, usual class: cytotoxic; 400,000 tested, 3.4% active; note: potency is the fitted concentration of half-maximal effect; % is set by controls: 0 for no effect and ±100 for the full control effect; nearly all actives have a fitted effect of over 60% in size
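KB-V1, DMEM (no phenol red) + 10% FBS; cpd pin-transferred, titration series; 72 h, 37 degrees C; CellTiter-Glo, luminescence. Data normalized, curve-fit.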
HT1080-NT tox: kills 2HG-producing HT-1080-NT fibrosarcoma cells; HT-1080-NT fibrosarcoma viability, CellTiter-Glo ATP luminescence, 48 h; Potency, µM (doses to about 46.1 µM), without a hit: at the top dose activity, negative = less viability, hits mostly cytotoxic; 360,000 tested, 1.6% active; AID 686970;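 note: NT is the 2HG producing partner of a matched IDH1 knockdown line; potency is the fitted concentration of half-maximal effect; 0% = DMSO-treated cells and -100% = media-only wells without cells; nearly all actives have a fitted effect of over 55% in size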
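Toxicity toward the 2HG-producing NT line was scored as %Activity, normalised to DMSO and no-cell wells, from CellTiter-Glo luminescence after 48 hours' treatment.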
The depositor's hits bear a star; ? = inconclusive; . = no result given; & = joins results of further samples; [ ] = dose if it differs, or a comment. Unless noted, calls come from the whole dose curve; as a rule, active = well fitted curve in the direction sought with a large enough effect; inconclusive = small, poorly fitted or top-dose-only effect, or another doubt; inactive = no such curve, though single readings can be large; an effect the other way counts as inactive or inconclusive.

SMILES | MCF10A rerep | HT1080 IDH1KD tx | D3 ag | KB-3-1 tox | IL1B secr inh | GLP1R cytotox | SW480 rereplic | KB-V1 MDR tox | HT1080-NT tox
O=C(NCCCc1ccccc1)Nc1ccccc1 | -0.8% | 11.5% | 1.3 | -3.2% | 2.9 | 1.9% | -1.5% | -2.7% | 6.5%
O=c1[nH]c2ccc(NCc3ccc(-c4ccc(Cl)cc4)o3)cc2[nH]1 | . | . | 0.0 | -1.8% | . | 4.9% | . | -3.9% | .
Cc1ccccc1-n1cc[nH]c1=S | 11.8% | 17.1% | -4.2 | 9.1% | -5.9 | 8.4% | 2.0% | 9.3% | 10.9%
C[C@H]1C=C(C(=O)NCc2ccccc2)O[C@@H](OCc2ccc(CO)cc2)C1 | 2.8% | 5.6% | -10.6 | 10.4% | 7.2 | 0.1% | -22.9%[9.22 µM] | 1.7% | 12.2%
COC(=O)c1ccc(/C=N/OCC(=O)NC2CCCC(C)C2C)cc1 (stereo not given) | -7.2% | -9.1% | -4.8 | 3.0% | 4.2 | -11.9% | 2.1% | -15.2% | -11.5%
COc1ccc(C2C(C#N)=C(SCC(=O)Nc3ccc(C)cc3)NC3=C2C(=O)CC(C)(C)C3)cc1 (stereo not given) | ? | -1.2% | 3.4 | ? | -56.6* | -1.4% | ? | ? | -0.3%
CCN(C(=O)CSc1nnc(-c2ccccc2Cl)n1N)c1c(N)n(Cc2ccccc2)c(=O)[nH]c1=O | -3.3% | 12.7% | -0.8 | 5.1% | -25.5 | -0.4% | -6.4% | 0.0% | 2.3%
O=C(NCCCN1CCOCC1)C(=O)NCCc1ccccc1 | -43.2%[inhibitor] | -0.4% | -1.3 | 5.6% | 4.0 | -0.2% | 11.3% | -11.4% | 6.8%
Cc1nc(N2CCOCC2)sc1C(=O)NN | -7.2% | -18.6% | 3.1 | ? | 9.1 | 12.9% | 20.3% | 3.2% | -28.9%
O=C(CC(=O)Nc1cc(Cl)ccc1Cl)Nc1cc(Cl)ccc1Cl | ? | 16.2% | 8.1 | 0.0% | 11.6 | 6.1% | 0.0% | ? | 13.0%
Cc1cccc(N(CC(=O)NC2CCCC2)C(=O)CS(=O)CC(=O)Nc2ccc3c(c2)OCO3)c1C (stereo not given) | -7.3% | -1.4% | 1.6 | 13.1% | -14.0 | -17.2% | -3.3% | -8.7% | 2.0%
O=C(NCCN1C(=O)S/C(=C\c2ccc(Cl)c(Cl)c2)C1=O)c1cnccn1 | ? | -2.9% | 2.6 | 9.4% | 0.0 | -9.2% | 1.5% | 15.9% | -1.9%
CC(=O)N1CCN(c2ccc(NC(=O)c3ccc(C(C)(C)C)cc3)cc2)CC1 | 3.8% | ? | 17.3 | 1.7% | -95.0* | -26.7% | -1.1% | ? | ?
COc1ccc(-c2cc(C)no2)cc1S(=O)(=O)N1CCOc2ccc(Cl)cc21 | 11.7% | 1.3% | -1.1&-10.1 | 17.3% | 30.9 | 3.4%&8.5% | 23.8% | -7.0% | 0.5%
O=C(N/N=C/c1ccccn1)c1ccc2nc[nH]c2c1 | ? | 22.5% | -7.6 | -3.8% | -11.4 | 17.3% | -13.6% | 25.1% | 21.7%
CCN1CCN(CCCNC(=O)c2ccccc2NC(=O)C2=C(C)OCCS2)CC1 | 0.8% | 19.4% | -10.4 | 1.2% | 0.0 | -15.2% | -7.3% | 2.3% | 18.8%
CC1CN(C(=O)N2CCC(C(=O)NCc3ccccc3F)CC2)c2cc(Cl)ccc2O1 (stereo not given) | . | . | 9.9 | -19.3% | . | -29.1% | . | -14.1% | .
Cc1ccc(C)c(NC(=S)NCCN(C2CCCCC2)C2CCCC2)c1 | 5.3% | 4.4% | -11.7 | ? | ? | -22.6% | -1.6% | ? | -2.7%
Nc1c(C(=O)c2ccc(Br)cc2)oc2ccccc12 | ? | 1.8% | -3.7 | 15.4% | 11.5 | 2.4% | 16.9% | -3.1% | 6.4%
O=C(COC(=O)c1ccc(Cl)nc1)Nc1ccc2c(c1)OCO2 | -0.4% | -5.7% | -6.1 | -3.0% | 5.5 | -0.7% | -3.4% | 23.6% | 2.1%
O=C(Nc1cccc(Br)c1)c1cc2ccccc2o1 | 1.5% | 2.7% | -34.1 | -7.8% | -57.2* | 7.1% | 1.1% | 0.0% | 9.5%
C[C@@]12C(=O)N(c3ccc(Br)cc3)C(=O)N1[C@@H]1c3ccccc3OC[C@@H]1[C@H]2c1ccccc1 | ? | 5.5% | -7.0 | 2.6% | -2.3 | 0.6% | 18.0%[9.22 µM] | -10.9% | 2.4%
CC(C)(C)c1ccc(C(=O)N2CCC2(C)C(=O)Nc2ccc3nc[nH]c3c2)cc1 (stereo not given) | . | -22.2% | 5.6 | -5.0% | -17.7 | -13.9% | . | -1.7% | -4.6%
O=C(c1ccco1)N1CCN(c2ncnc3scc(-c4ccc(Cl)cc4)c23)CC1 | . | -27.6% | 2.4 | -1.5% | 51.6 | -1.5% | . | 15.4% | -26.4%

Part of the list above, with values under each structure.
The line under a structure holds: MCF10A rerep	HT1080 IDH1KD tx	D3 ag	KB-3-1 tox	IL1B secr inh	GLP1R cytotox	SW480 rereplic	KB-V1 MDR tox	HT1080-NT tox
- O=C(Nc1cccc(Br)c1)c1cc2ccccc2o1
→ 1.5%	2.7%	-34.1	-7.8%	-57.2*	7.1%	1.1%	0.0%	9.5%
- CC(=O)N1CCN(c2ccc(NC(=O)c3ccc(C(C)(C)C)cc3)cc2)CC1
→ 3.8%	?	17.3	1.7%	-95.0*	-26.7%	-1.1%	?	?

(listing goes on)
SMILES | MCF10A rerep | HT1080 IDH1KD tx | D3 ag | KB-3-1 tox | IL1B secr inh | GLP1R cytotox | SW480 rereplic | KB-V1 MDR tox | HT1080-NT tox
COc1ccccc1NC(=O)CSc1oc(-c2ccco2)nc1S(=O)(=O)c1ccc(C)cc1 | . | . | -8.0 | -0.6% | . | -4.1% | . | 5.0% | .
CCn1cc(CN2CCCC(C(=O)Nc3cccc(-n4cccn4)c3)C2)c(C)n1 (stereo not given) | -0.3% | -8.1% | -21.1 | . | 8.7 | 2.7% | 15.7% | . | 1.2%
O=C(CCc1nnc2ccc(N3CCC4(CC3)OCCO4)nn12)Nc1cc(F)ccc1F | 1.4% | -1.1% | 1.8 | 8.6% | 33.4 | -15.1% | -7.1% | 20.8% | 4.2%
COCCn1c(CN2CCN(C(c3ccccc3)c3ccccc3)CC2)nc2c1c(=O)n(C)c(=O)n2C | 4.7% | 10.5% | 6.1 | 7.5% | 22.1 | 4.8% | -3.6% | 20.0% | 13.8%
CC1CC1C(=O)N(C)CC(=O)Nc1cccc(F)c1 (stereo not given) | 0.6% | 15.5% | 5.8 | 13.5% | 3.6 | 5.8% | -5.9% | 3.8% | 15.6%
NC(c1csc(Nc2ccc(C(=O)NCCCO)cn2)n1)C1CCCCC1 (stereo not given) | . | ? | 0.1 | -2.3% | -15.0 | 2.5% | . | -10.9% | -5.4%
C[C@@H]1CN([C@H](C)CO)C(=O)CCCn2nncc2CO[C@H]1CN(C)C(=O)Nc1cccc2ccccc12 | . | -0.7% | 5.2 | 3.7% | -0.7 | -6.0% | . | 19.4% | -0.8%
CSCCC(NS(=O)(=O)c1ccccc1)C(=O)OCc1nc2ccsc2c(=O)[nH]1 (stereo not given) | -1.2% | -2.5% | 4.2 | 14.2% | 16.8 | -0.5% | -4.1% | 7.2% | 0.1%
O=C(CSc1ccccc1)NCc1ccc2c(c1)CCN2C(=O)c1ccccc1 | . | . | 0.2 | 4.8% | . | 0.6% | . | 0.2% | .
COc1ccc(NC(=O)Cn2c(=O)oc3cc(S(=O)(=O)NCc4ccccc4)ccc32)c(OC)c1 | . | . | 2.4 | ? | . | -0.9% | . | 10.2% | .
CC(Sc1nnnn1C)C(=O)Nc1nc(-c2ccc(F)c(F)c2)cs1 (stereo not given) | ? | -0.5% | 26.4 | -4.9% | -6.4 | -13.2% | -5.4% | 3.6% | 0.3%
CCC(C(=O)NC1CCCC1)N(Cc1ccco1)C(=O)CNS(=O)(=O)c1ccccc1 (stereo not given) | 1.6% | 2.5% | 0.6 | -0.5% | -14.4 | -4.6% | -91.8%[inhibitor] | -8.7% | 21.8%
Cc1ccc(CNS(=O)(=O)c2ccc(Br)s2)cc1 | 4.9% | 6.1% | 8.1 | 17.4% | 0.6 | 42.8%[activator] | -18.1% | 0.0% | 2.6%
COc1ccc(NC(=O)CN2C(=O)CC(C)(C)S(=O)(=O)c3ccccc32)cc1 | -8.0% | 9.7% | 5.8 | 0.2% | 1.5 | 3.1% | 1.1% | 1.7% | 13.3%
COCCOc1ccc(C(F)(F)F)cc1NC(=O)COC(=O)C12CC3CC(CC(O)(C3)C1)C2 | 5.7% | 0.6% | -15.2 | . | 18.3 | 8.5% | -2.9% | . | -2.4%
CC(C)(C)C1CCC2(CC1)C(C#N)=C(SCC(=O)NC1CCCCC1)NC(=O)C2C#N (stereo not given) | 2.8% | 6.8%[9.24 µM] | 13.7 | ? | -25.4 | -29.9% | -3.8% | ? | ?
COC(=O)C(CC(C)C)N(Cc1cc(OC)cc(OC)c1)S(=O)(=O)c1ccccc1Br (stereo not given) | 19.2% | -1.8% | 3.4 | -10.8% | 17.0 | 2.5% | 20.6µM* | -24.8% | 0.2%
Cn1c(Cn2c(=O)sc3ccccc32)nnc1SCC(=O)N1CCCCCC1 | 1.9% | 1.2% | 0.1 | 6.9% | -6.6 | 3.8% | 16.4% | -9.9% | 4.4%
FC(F)(F)c1cc(-c2ccc(Cl)cc2)nc(NCc2cccnc2)n1 | 16.4µM* | 4.5% | -1.9 | 4.0% | 0.0 | -23.8% | ? | ? | -4.5%
CCOc1ccc(NC(=O)C(=O)N/N=C/c2cccnc2)cc1 | 4.2% | 19.7% | 9.0 | 4.5% | 5.7 | 2.8% | -0.6% | 11.9% | 1.0%
COc1ccc(/C=N/NC(=O)C(=O)N2CCN(c3ccccc3OC)CC2)cc1 | -4.9% | -4.6% | 10.9 | 2.6% | 0.2 | 6.8% | -2.1% | 0.0% | 3.0%

Compound activity (PubChem BioAssay)

This is a random part of the collection, and some 11% of all compounds hit somewhere here.
